# Compound activity from PubChem BioAssay.
# mcGAS MS inh = mouse cGAS inhibition by mass spec. Q8C6L5. recombinant mouse cGAS, cGAMP by RapidFire MS. inhibition, % at 12.5 µM. 130,000 compounds, 0.18% hits. AID 1259397;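 active means inhibition of cGAS enzyme activity at or above 60%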;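 further: enzyme stimulated by 45 bp dsDNA with ATP and GTP substrates; cGAMP share of summed cGAMP plus half ATP and half GTP signals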
# Target sequence (Q8C6L5 whole entry, looked up): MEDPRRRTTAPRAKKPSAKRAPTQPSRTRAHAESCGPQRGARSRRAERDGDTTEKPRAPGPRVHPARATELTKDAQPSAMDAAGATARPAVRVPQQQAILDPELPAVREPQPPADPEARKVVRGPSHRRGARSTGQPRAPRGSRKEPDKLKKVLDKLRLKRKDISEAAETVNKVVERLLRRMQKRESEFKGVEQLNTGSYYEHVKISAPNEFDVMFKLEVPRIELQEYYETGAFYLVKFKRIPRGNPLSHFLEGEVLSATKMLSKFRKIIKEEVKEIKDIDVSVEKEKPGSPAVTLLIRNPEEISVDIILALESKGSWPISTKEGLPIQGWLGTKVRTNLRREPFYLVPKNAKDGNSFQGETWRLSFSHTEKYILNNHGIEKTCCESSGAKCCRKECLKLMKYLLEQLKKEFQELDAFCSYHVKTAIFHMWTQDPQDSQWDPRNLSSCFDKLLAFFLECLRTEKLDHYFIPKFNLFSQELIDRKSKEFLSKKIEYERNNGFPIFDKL
# Starred values were filed as active, the others as inactive; & = joins results of further samples. The list is partial. The share of hits here may be higher or lower than overall.
no.	smiles	mcGAS MS inh
1	CCCNC(=O)CN1C(=O)NC2NC(=O)NC21 (stereo unspecified)	9.8
2	Cc1cc(C(=O)CSc2nnnn2C2CC2)c(C)n1CC1CCCO1 (stereo unspecified)	-1.9
3	Cc1c(=O)n(OCc2ccc(C(C)(C)C)cc2)c2ccccc2[n+]1[O-]	-4.1
4	CC(C)(C)NC(=S)NCc1ccc2c(c1)OCO2	-6.8
5	Cc1cc(F)ccc1NC(=O)CNC(=O)[C@H](N)CC(C)C	-9.6
6	CC(=O)c1ccccc1NC(=O)CN1CCN(S(=O)(=O)c2ccn(C)c2)CC1	2.8
7	CN(C)CCC(c1ccc(Br)cc1)c1ccccn1 (stereo unspecified)	-5.6&-1.6&3.3
8	Clc1cncc(N2CCN(c3ncnc4ccsc34)CC2)n1	-3.8
9	O=C(CN1C(=O)CCC1=O)OCc1cc(-c2ccc3c(c2)OCCO3)on1	-7.9
10	CN(C)c1ccc(CCNC(=O)NCC(C)(C)N2CCOCC2)cc1	-11.7
11	COc1coc(C(=O)NCc2cccnc2)cc1=O	-7.7
12	O=C(c1ccc[nH]c1=O)N1CCN(S(=O)(=O)c2ccc(Br)cc2)CC1	-1.9
13	CC(C)N1CCNC(=O)C1CC(=O)NCCc1cnc2ccccn12 (stereo unspecified)	-2.6
14	CC(C)N1C(=O)CC(NS(=O)(=O)c2c(Cl)cccc2Cl)C1=O (stereo unspecified)	-8.3
15	Cc1ccccc1C1CC(=O)c2c(C)nc(N3CCOCC3)nc2C1 (stereo unspecified)	-11.2
16	CCOCC(O)CN1CCN(C(=O)C(C)c2cc(C)oc2C)CC1 (stereo unspecified)	-3.5
17	Cc1ccccc1-n1nc(C)c(CNC(=O)C2(c3ccccc3)CCCCC2)c1C	-4.3
18	COc1ccc(S(=O)(=O)N2CCN(C(=O)c3cc(Cl)c(O)c(OC)c3)CC2)cc1	-8.4
19	Cc1ccc(C)c(CNC(=O)c2cc(Cn3c(C)nc4ccccc43)[nH]n2)c1	-6.8
20	CN(CCn1ccc2ccccc21)C(=O)Cc1nn[nH]n1	-26.4
21	C=C(Cl)Cn1cnc2c1c(=O)n(C)c(=O)n2C	-9.5
22	CC(=O)N=c1c(C#N)cc2c(=O)n3cccc(C)c3nc2n1CCCOC(C)C	-3.7
23	O=C(Nc1cccc(S(=O)(=O)N2CCCCCC2)c1)C1CCC1	-10.4
24	Cc1cccc(Cn2c(SCc3ccccc3)nc3c2c(=O)n(C)c(=O)n3C)c1	1.5
25	N#Cc1ccc(OCCN2CCS(=O)(=O)C3CCCCC32)cc1 (stereo unspecified)	-6.5
26	O=S1(=O)CCN2C=C(Cc3ccc(F)cc3)SC2=N1	7.4
27	CC(=O)Nc1cc(C(=O)CSc2nc3nc(C)cc(C)n3n2)ccc1O	-11.4
28	CN(Cc1ccc(Br)cc1)C(=O)CSc1nc2c(cnn2-c2ccccc2)c(=O)[nH]1	-6.6
29	CCOC(=O)C1=C(C)Oc2ncn3nc(C)nc3c2C1c1ccccc1 (stereo unspecified)	-5.6
30	CC(C)NC(=O)C(C)Oc1ccc(C(C)(C)C)cc1 (stereo unspecified)	-2.4
31	O=C(CN1C(=O)C2C3C=CC(C3)C2C1=O)NCC1(N2CCCCC2)CCCCC1 (stereo unspecified)	16.8
32	Cc1ccc(CNC(=O)NC(C)c2ccc3c(c2)OCCO3)cc1 (stereo unspecified)	10.3
33	CCOc1ccc(-n2c(CNC(=O)c3ccco3)nnc2SCC(=O)N2CCCc3ccccc32)cc1	4.3
34	COCCNC(=O)CCCN1C(=O)COc2ccc(C(=O)COc3ccccc3F)cc21	-15.5
35	O=C(CSc1nnc(C2CC2)n1Cc1ccco1)Nc1ccc(F)cc1	-3.0
36	CS(=O)(=O)Nc1ccc(-c2ccnc3[nH]ccc23)cn1	-1.1
37	O=C(NCC1CCCN(C(=O)C2CCOCC2)C1)c1ccc(-c2ccccc2)cc1 (stereo unspecified)	-4.5&-0.2
38	CC1CC(N[C@@H]2c3ccccc3C[C@@H]2O)CN1Cc1ccccc1 (stereo partly specified)	-7.3
39	CN1[C@@H](c2ccc(Cl)cc2)[C@@H](C(=O)NC2CCC(O)CC2)C[C@@]1(C)C(=O)O (stereo partly specified)	-9.1
40	CN(Cc1ncc[nH]1)Cc1cc(C(C)(C)C)ccc1O	3.9
41	COC(=O)NC1CCN(c2ccccc2C(=O)NCc2ccc(-c3ccccc3)cc2)CC1	-1.2
42	Cc1ccc(NC(=O)C2(c3cccc(Cl)c3)CC2)cc1NS(C)(=O)=O	-10.3
43	O=[N+]([O-])c1cccc2ccc(C=Cc3cc(Br)cs3)nc12	-8.7
44	COC(=O)C(C)NC(=O)C=Cc1ccc(Br)o1 (stereo unspecified)	0.8
45	CN(Cc1cccs1)c1cc(=O)n2cc(Cl)ccc2n1	-12.1
46	O=C1CCC(C(=O)N2CCC(Cn3cccn3)CC2)CN1CCc1ccccn1 (stereo unspecified)	-5.9
47	C=CCn1c(=O)c2c(nc3n2CC(C)=NN3CCOC)n(C)c1=O	1.0
48	N#CCCN(C(=O)Nc1cccc(N2CCCCCC2)c1)C1CC1	-1.5
49	Cc1nc2nc(N)nn2c(C)c1CCC(=O)N1CCCCC1	-8.5
50	Cc1n[nH]c(=O)c(C(=O)NCC(Cc2ccc(F)cc2)C(N)=O)c1C (stereo unspecified)	-4.4
51	CCN(CCc1nc2ccc(OC)cc2[nH]1)C(=O)C1=NNC(=O)CC1	-9.3
52	O=C(Cn1c(CCCO)nc2ccccc21)N1CCc2ccccc21	4.4
53	NC1=NC(c2ccc(Cl)cc2)n2c(nc3ccccc32)N1 (stereo unspecified)	2.3
54	CCC(C)(NC(=O)c1ccc(F)cc1F)C(=O)OC (stereo unspecified)	2.2
55	FC(F)(F)c1cnc(NCc2ccc3c(c2)OCCO3)c(Cl)c1	-2.4
56	Cc1c(C(=O)OCC(=O)NC2CC2)oc2ccccc12	-3.0

# (continued)
no.	smiles	mcGAS MS inh
57	C=CCNC(=O)c1ccc(N[C@@H]2c3ccccc3C[C@@H]2O)nc1	-6.5
58	COCCN(C)c1ncnc(N(C)CC2CCCO2)c1N (stereo unspecified)	-2.3
59	CCc1nnc(NC(=O)CSc2nc(C)cc(C)n2)s1	-5.0
60	CCS(=O)(=O)N1CCCC(C(=O)Oc2cccnc2)C1 (stereo unspecified)	-2.7
61	Cc1cc(C)cc(NC(=O)CSc2nc3[nH]ncc3c(=O)[nH]2)c1	-9.0
62	CC(O)CN(CC(=O)N1CCc2ccccc21)c1ccccc1 (stereo unspecified)	-3.0
63	COc1ccc(N2C(=O)CSC2c2ccc(Br)s2)cc1 (stereo unspecified)	-7.4
64	C=CCNCC(=O)N1CCc2sccc2C1c1ccc(Cl)cc1 (stereo unspecified)	-4.9
65	O=C(Nc1ccc(OCC2CCCO2)cc1)N1CCc2ccccc2C1 (stereo unspecified)	-6.1
66	CSCCNCc1c(C(=O)N(C)C)nc2ccc(Cl)cn12	7.3
67	CCn1c(-c2ccoc2C)n[nH]c1=S	2.6
68	C[N+]1(C)CCC[C@H]1C(=O)O	0.3
69	Cc1nc(-c2ccccc2)ccc1C(=O)NC(C)C1CC1 (stereo unspecified)	-9.0
70	CN(C)c1ccc(C(=O)Nc2cc(N3CCOC3=O)ccc2F)cc1F	-6.2
71	CC1c2cc(O)c(O)cc2CCN1C(=O)Nc1cccc(F)c1 (stereo unspecified)	7.0
72	Cc1csc(=NC(C)C)n1/N=C\C(C)c1ccccc1 (stereo unspecified)	-10.9
73	COc1ccc(OC)c(C2CCCN2C(=O)C=Cc2ccc(Cl)c([N+](=O)[O-])c2)c1 (stereo unspecified)	-7.2
74	Cn1c(=O)[nH]c(=O)c2c1nc(CN1CCN(c3cccc(Cl)c3)CC1)n2CCN1CCOCC1	-2.6
75	CN(CCc1cn[nH]c1)CC(=O)Nc1nc(C(C)(C)C)cs1	-9.7
76	C/C(=N/Nc1cc(Cl)nc(C)n1)c1ccccc1	-14.5
77	Cc1cc(C(=O)OCc2cc(-c3ccc4c(c3)OCCO4)on2)c(C)o1	-4.5
78	Cc1cc(=O)n2c(n1)NC(N1CCCCC1)=NC2c1ccccn1 (stereo unspecified)	-31.2
79	Cc1ccc(S(=O)(=O)N2CCC(C(=O)OC3CCCCNC3=O)CC2)c(C)c1 (stereo unspecified)	2.2
80	CCOC(=O)Cc1n[nH]c(=S)n1C1CCCCC1	0.6
81	CCc1oc2ccccc2c1CN1CCc2[nH]cnc2C1c1cccnc1 (stereo unspecified)	-4.8
82	CCc1nn(C)c(Cl)c1CN1CCN(c2ccc(Cl)nn2)CC1	-8.9
83	CC1(C)CC(c2[nH]cnc2-c2ccccc2)CCO1 (stereo unspecified)	4.4
84	Cc1ccc(F)c(N2CCCC(NC(=O)N(C)C3CCOCC3)C2)c1 (stereo unspecified)	-8.0
85	S=C(NCc1cn2ccsc2n1)Nc1ccccc1	-18.9
86	COc1ccc(-n2[nH]c3c4c(ncc3c2=O)CCCCC4)cc1	-4.9
87	CCN(CC)S(=O)(=O)NC(=O)C(C)c1cccc(F)c1 (stereo unspecified)	-2.4
88	Cc1ccc(C)c(OC(C)C(=O)N(C)Cc2ncc(C)[nH]2)c1 (stereo unspecified)	-11.9

# Next section (2 carried over from the part before).
no.	smiles	mcGAS MS inh
87	CCN(CC)S(=O)(=O)NC(=O)C(C)c1cccc(F)c1 (stereo unspecified)	-2.4
88	Cc1ccc(C)c(OC(C)C(=O)N(C)Cc2ncc(C)[nH]2)c1 (stereo unspecified)	-11.9
89	Cn1ncc(N2CCC(CNC3CCC4(CCNCC4)CC3)C2)cc1=O (stereo unspecified)	-0.3
90	COc1c(F)cccc1C(=O)NCC1CCN(C2CCOCC2)C1 (stereo unspecified)	-14.3
91	Cc1onc(-c2ccccc2Cl)c1C(=O)Nc1ccccc1F	-4.3
92	CC(=O)N[C@@H](Cc1cn(-c2ccc(Cl)cn2)cn1)C(=O)O	8.5
93	CCn1c(C)cc(C(=O)Nc2ccc(Br)c(C)c2)c1C	-14.2
94	N#CCc1cccc(C(=O)NS(=O)(=O)c2cccc(Cl)c2)c1	-11.6
95	O=C(CCc1nc(-c2ccc(F)cc2)no1)NCC12CC3CC(CC(C3)C1)C2	4.4
96	NC(=O)c1nnc2n1CCN(C(=O)c1ccc3c(c1)CCO3)C2	-11.7
97	CN(CCC#N)C(=O)CN1CCN(S(=O)(=O)c2ccc(Br)cc2Cl)CC1	-8.7
98	COc1cc(CNc2nn[nH]n2)cc(Br)c1OCc1ccc(C)cc1	-31.3
99	O=c1c2c3c(sc2n2c(=S)[nH]nc2n1Cc1ccccc1)CN(Cc1ccccc1)CC3	-21.7
100	Cc1cc(C(=O)CSc2nnc3n2CCCCC3)c(C)n1C1CCS(=O)(=O)C1 (stereo unspecified)	-3.5
101	CCc1c(C(=O)NCCSc2nnnn2C)[nH]c2ccccc12	-14.5
102	CCOc1coc(C(=O)NCCCc2ccccc2)cc1=O	-13.1
103	CCOC(=O)CC1COCCN1C(=O)c1cn(CCC2CCCCC2)nn1 (stereo unspecified)	-5.3
104	Nc1ccc(Cl)c(-c2nc3ncccc3o2)c1	-2.6
105	CS(=O)(=O)N1CCC(C(=O)Nc2ccccc2NC(=O)c2cccc(Cl)c2)CC1	-2.5
106	O=C(c1cn(Cc2c(F)cccc2F)nn1)N1CCN(C2CCCCC2)C(=O)C1	-11.3
107	CC1=CC[C@@H]2CN(c3nc(C)ccc3C(N)=O)C[C@@H]2C1	-23.5
108	CCOc1cc(C)c(C)cc1S(=O)(=O)NCc1ccc2c(c1)OCO2	6.0

# Structures shown so far with fluorine (15):
no.	smiles	mcGAS MS inh
5	Cc1cc(F)ccc1NC(=O)CNC(=O)[C@H](N)CC(C)C	-9.6
26	O=S1(=O)CCN2C=C(Cc3ccc(F)cc3)SC2=N1	7.4
34	COCCNC(=O)CCCN1C(=O)COc2ccc(C(=O)COc3ccccc3F)cc21	-15.5
35	O=C(CSc1nnc(C2CC2)n1Cc1ccco1)Nc1ccc(F)cc1	-3.0
50	Cc1n[nH]c(=O)c(C(=O)NCC(Cc2ccc(F)cc2)C(N)=O)c1C (stereo unspecified)	-4.4
54	CCC(C)(NC(=O)c1ccc(F)cc1F)C(=O)OC (stereo unspecified)	2.2
55	FC(F)(F)c1cnc(NCc2ccc3c(c2)OCCO3)c(Cl)c1	-2.4
70	CN(C)c1ccc(C(=O)Nc2cc(N3CCOC3=O)ccc2F)cc1F	-6.2
71	CC1c2cc(O)c(O)cc2CCN1C(=O)Nc1cccc(F)c1 (stereo unspecified)	7.0
84	Cc1ccc(F)c(N2CCCC(NC(=O)N(C)C3CCOCC3)C2)c1 (stereo unspecified)	-8.0
87	CCN(CC)S(=O)(=O)NC(=O)C(C)c1cccc(F)c1 (stereo unspecified)	-2.4
90	COc1c(F)cccc1C(=O)NCC1CCN(C2CCOCC2)C1 (stereo unspecified)	-14.3
91	Cc1onc(-c2ccccc2Cl)c1C(=O)Nc1ccccc1F	-4.3
95	O=C(CCc1nc(-c2ccc(F)cc2)no1)NCC12CC3CC(CC(C3)C1)C2	4.4
106	O=C(c1cn(Cc2c(F)cccc2F)nn1)N1CCN(C2CCCCC2)C(=O)C1	-11.3
